MT stabilize HCS = microtubule stabilizers in HeLa cells | HeLa tubulin immunostaining HCS, 24 h; share of cells brighter than vehicle mean+2SD | % tubulin-high responders, % at 10 µM | 200,000 tested, 0.83% active;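 active = plate Z-score above 3 for both tubulin-high and condensed-nucleus cell shares, with cell loss under 80%, at 10 µM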;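 note: anti alpha tubulin signal scored within the nucleus-defined area of each cell; some results filed as inactive read as strong as hits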
Lipid droplet = modulators of hepatic lipid droplet formation; AML12 mouse hepatocytes, oleate lipid droplets, BODIPY imaging; inhibition, % at 6.5 µM; 240,000 tested, 0.4% active;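 active = lipid droplet intensity inhibited by at least 50%, with more than 500 cells counted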
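material = mouse AML12 hepatocyte cell line, fixed after treatment | also added = 100 µM oleic acid challenge | doses = compound at 6.5 µM only | schedule = overnight exposure | technique = Image-based BODIPY and DAPI two-channel analysis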
Yfh1-depleted yeast = mitochondrial function rescue without frataxin homolog – Friedreich's ataxia, plus single-dose screen, dose response (AID 1465); S. cerevisiae Yfh1-off respiration, WST-1 reduction, 72 h; higher fold induction means a stronger effect; one-dose fold induction at 50 µM; EC50 in µM for titrated hits; 220,000 tested, 0.074% active;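 active = fold induction of absorbance versus untreated yeast above a set limit, then at least 30% activation at any dose in follow-up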;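 note: activators that raise dye reduction in frataxin-depleted yeast; strong numbers were not always called active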
Dynein cargo inh = dynein cargo transport inhibition. 3617.4 mouse cells, GR-EGFP nuclear translocation imaging; test concentration mostly 20 µM; stimulated with dexamethasone, 1 µM; hits give low values. z-score, hits read low. 220,000 tested, 0.47% active. AID 1381;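 active = plate z-score of nuclear minus cytoplasmic receptor signal below a set negative limit, without overly bright fluorescence or cell loss, cut at about -3.5 in these data, passing the limit was not always enough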;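 note: z-score of nuclear minus cytoplasmic ring GR-EGFP intensity difference per well; some compounds called inactive have numbers as strong as hits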
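Schedule: 48 h induction, then 1 h compound, then 30 min agonist, 37 °C. Buffer or medium: tetracycline-free induction medium containing charcoal-stripped FBS. Reagent: 1.0 µM final dexamethasone stimulus. Evaluation: nuclear versus cytoplasmic GR-EGFP signal, averaged per well. Signal: high-content fluorescence imaging after fixation.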
Ins promoter up = MIN6 insulin promoter up-regulation. MIN6 insulin promoter-GFP reporter, high-content imaging; hits give high values. z-score at 5 µM. 190,000 tested, 0.3% active. AID 1625;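 active = z-score above 3 at 5 µM with at least 500 cells counted in the well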
NOD2 inhibition = NOD2 signaling inhibitors, cell-based, luminescence, uHTS, HEK293 (AID 1566); HEK293 NOD2/NF-kB luciferase reporter, luminescence; higher % means a stronger effect; inhibition, % at 4 µM, or EC50 in µM where a hit was titrated; 290,000 tested, 0.63% active; in the data active = inhibition above about 50%; note: many of its hits are not listed in these tables
Autophagy mod = autophagy modulation, high-content screen. calls only at 10 µM (by protocol). MEF GFP-LC3 puncta imaging; test concentration mostly 10 µM. AID 463193. 190,000 tested, 0.98% active;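 active = percentage of spot-positive cells more than 3 SD above its plate mean, without a fluorescence outlier flag or 80% toxicity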;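 note: spot-positive cell cutoff set from DMSO-treated cells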
bCat nuc transl = modulators of beta-catenin nuclear translocation; nuclear translocation activity, % at 5 µM; HeLa beta-catenin nuclear translocation, immunofluorescence imaging; 190,000 tested, 0.3% active;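 active = nuclear translocation activity above 50% at 5 µM, with a well cell count of 50 or more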;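 note: per-cell ratio of nuclear to cytoplasmic median beta-catenin stain intensity; plate controls were DMSO negative control for no effect and GSK-3 inhibitor IX positive control for full effect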
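Technique: fluorescence imaging of beta-catenin antibody stain plus DAPI / Material: human HeLa cell line / Incubation: compound treatment 24 h, 37°C, 5% CO2 / Read-out basis: % activation of per-cell nuclear versus cytoplasmic median beta-catenin signal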
WT yeast gro inh = growth inhibition of WT yeast, mitochondrial fusion screen | mitochondrial fusion phenotypic screen, WT strain | inhibition, % at 10 µM | 190,000 tested, 2.1% active | AID 1362; in the data active = inhibition above about 58%; tested in S. cerevisiae
WT yeast gro inh mutant strain = second read-out of WT yeast gro inh, no call of its own (marks repeat the call); inhibition, %; mitochondrial fusion phenotypic screen, mutant strain inhibition
Dynein cargo inh cytoplasmic EGFP = also measured in Dynein cargo inh; calls as there; z-score; measured here: cytoplasmic GR-EGFP intensity; hits give high values
Dynein cargo inh nuclear GR-EGFP = also measured in Dynein cargo inh; calls as there; z-score; measured here: nuclear GR-EGFP intensity;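 lower value marks the stronger effect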
Dynein cargo inh cell count = also measured in Dynein cargo inh; calls as there; z-score; measured here: cell count per field
Ins promoter up cell count = further read-out of Ins promoter up, marked with its call; cell count; measured here: cytotoxicity, nuclei count;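 total cells summed across four imaged fields per well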
Lipid droplet cells 6.5 µM = also measured in Lipid droplet; calls as there; cell count; measured here: cell count, cytotoxicity flag;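 cells counted across two imaged fields per well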
bCat nuc transl cell count 5 µM = further read-out of bCat nuc transl, marked with its call; cell count; measured here: cell count, cytotoxicity flag
MT stabilize HCS Hoechst-high % = recorded beside MT stabilize HCS, whose call it bears; % Hoechst-high responders; measured here: nuclear condensation Hoechst responders;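 share of cells brighter than vehicle mean plus two SD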
MT stabilize HCS cytotoxicity % = recorded beside MT stabilize HCS, whose call it bears; toxicity, %; measured here: cytotoxicity by cell density;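 0% = mean cell density of plate MIN control wells and 100% = no cells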
Autophagy mod cell loss 18 h = recorded beside Autophagy mod, whose call it bears; toxicity, %; measured here: cell loss, nuclei count;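 cell loss after 18 h compound exposure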
Active calls of the source: *; i = inactive; . = no result given. Not all compounds are listed; the hit share may differ from the screen's.

SMILES	MT stabilize HCS	MT stabilize HCS Hoechst-high %	MT stabilize HCS cytotoxicity %	Lipid droplet	Lipid droplet cells 6.5 µM	Yfh1-depleted yeast	Dynein cargo inh	Dynein cargo inh cytoplasmic EGFP	Dynein cargo inh nuclear GR-EGFP	Dynein cargo inh cell count	Ins promoter up	Ins promoter up cell count	NOD2 inhibition	Autophagy mod	Autophagy mod cell loss 18 h	bCat nuc transl	bCat nuc transl cell count 5 µM	WT yeast gro inh	WT yeast gro inh mutant strain
O=C(CN1CCCC1)Nc1ccc(Cl)cc1C(F)(F)F	3.5	2.0	8.9	12	719	i	0.066	-0.28	0.31	-0.22	0.35	1285	4%	i	-1	-0.6	1094	-17	11
Oc1cccc(/C=N/N2CCN(c3ccccn3)CC2)c1	.	.	.	-24	723	i	-0.68	-0.2	-0.32	0.45	0.06	1157	-34%	.	.	0.4	1252	.	.
COC(=O)c1[nH]c2cc(C)ccc2c1NC(=O)CN1CCN(c2ccccc2OC)CC1	1.3	0.9	7.8	3	625	i	-0.45	-0.23	-0.15	0.63	-1.6	1652	-36%	i	-6	1.8	465	32	14
O=C(COC(=O)CNC(=O)c1ccc(F)cc1)Nc1cccc(S(=O)(=O)N2CCCC2)c1	1.6	2.5	1.4	-10	719	i	-0.42	-0.2	-0.29	0.7	0.43	1241	2%	i	-6	-1.8	1118	-3	-9
Cc1ccc(/C=N/NC(=O)NC23CC4CC(CC(C4)C2)C3)o1	.	.	.	-4	605	.	.	.	.	.	0.38	1032	-37%	.	.	-1.3	1292	.	.
Cn1c(N2CCN(c3ccccn3)CC2)nc2c1c(=O)n(Cc1ccccc1Cl)c(=O)n2C	5.4	1.7	10	.	.	i	2.7	0.15	2.4	-2	.	.	.	i	-3	.	.	.	.
CCOC(=O)C1C(C#N)=C(N)OC(C)=C1c1ccncc1 (stereo not drawn)	1.6	2.1	5.8	.	.	i	-0.063	-0.17	-0.047	0.045	0.07	1480	-2%	i	-4	-2.2	1076	-2	11
Cc1nnc(SCC(=O)N2CCOCC2)s1	1.9	2.5	20	7	734	i	-0.17	-0.29	0.031	1	0.47	1270	4%	i	7	.	.	5	6
Cc1ccc(SCC(=O)N2CC(C)OC(C)C2)cc1 (stereo not drawn)	2.2	1.5	6.9	2	733	i	0.051	-0.19	0.37	-0.097	0.85	1267	0%	i	-3	.	.	8	5
CNC(=O)c1ccccc1Sc1ccccc1C#N	2.9	2.6	5.7	1	681	i	-0.036	0.41	0.15	0.94	-0.28	1063	5%	i	-7	-0.8	976	-11	-27
O=C(CCNS(=O)(=O)c1ccc(Br)cc1)NCc1cccs1	3.3	1.5	5.6	-20	730	i	-0.37	-0.35	-0.14	0.95	0.47	1149	-4%	i	9	-1.8	1060	-5	-7
CCOC(=O)C1=C(C)NC(=O)NC1c1c(OCC(=O)N2CCCCC2)ccc2ccccc12 (stereo not drawn)	2.4	3.3	5.3	.	.	i	0.19	-0.32	0.11	-0.12	.	.	8%	i	-26	1.2	1095	-4	-25
Cc1nn(CC(=O)OC(C)C(=O)Nc2ccccc2[N+](=O)[O-])c(C)c1[N+](=O)[O-] (stereo not drawn)	3.5	3.1	8.7	-11	675	i	0.43	-0.2	0.054	-0.98	-0.38	1423	0%	i	-6	0.4	1107	-17	-3
CN(CC(=O)N1CCN(c2ccccc2)CC1)S(=O)(=O)c1cccs1	1.3	1.4	0.6	3	676	i	-0.22	-0.36	0.23	0.46	-0.47	1260	-23%	i	-4	1.7	1035	0	-1
CCOC(=O)CNC(c1ccccc1)c1cc(Br)ccc1NC(=O)CCN1CCOCC1 (stereo not drawn)	2.8	2.4	8.6	-1	523	i	-2.9	0.26	-1.8	1.5	0.25	1267	16%	i	-3	-0.9	783	-8	10
CCn1nc(C(=O)Nc2nc3ccccc3[nH]2)c2ccccc2c1=O	3.6	3.4	9.8	4	521	i	-0.3	-0.27	-0.39	-0.076	-0.14	1395	-2%	i	-1	-0.3	560	3	-2
c1ccc2c(c1)nnn2-c1ncnc2sccc12	2.5	1.5	6.5	9	693	i	0.63	-0.25	0.21	-0.14	0.63	1097	-21%	i	4	1.0	929	3	10
Cc1ccc(C)c2[nH]c(=O)c(C(c3nnnn3C(C)(C)C)N3CC=C(c4ccc(F)cc4)CC3)cc12 (stereo not drawn)	2.8	5.1	7.2	-14	695	i	-0.053	-0.24	-0.2	0.46	-0.23	1079	2%	i	6	-2.3	951	-13	11
CC1CCOC2(O1)C(=O)Nc1ccccc12 (stereo not drawn)	3.3	2.6	0.4	-11	675	i	0.85	-0.15	0.52	-0.12	0.07	1152	9%	i	-4	-2.1	1102	7	-6
CNC(=O)CSc1nnc(CCc2ccccc2)n1-c1ccccc1	2.7	2.0	9.1	-6	756	i	-0.57	-0.25	-0.036	0.25	0.45	1215	2%	i	5	.	.	-10	-49
CCc1nc(N)c(C#N)c(-c2cccc3ccccc23)c1C	5.4	2.1	3.0	-7	746	.	-0.19	-0.17	-0.26	0.93	-0.08	1271	9%	i	-3	-5.5	1168	-23	9
CCOc1ccc(CNc2ccc(CNc3ncn[nH]3)cc2)cc1	4.2	3.5	8.1	4	728	i	-0.23	-0.23	0.21	0.29	0.16	1453	0%	i	37	-0.7	1562	-1	8
COc1cccc(C2/C(=C(/O)c3ccccc3)C(=O)C(=O)N2Cc2ccco2)c1 (stereo not drawn)	.	.	.	-10	762	i	3.5	-0.24	1.4	-1.9	0.75	1112	-57%	.	.	-1.4	1326	.	.
O=c1cc(N2CCCC2)[nH]c(=O)n1-c1ccc(Cl)cc1	3.0	2.0	0.9	-7	706	i	0.29	-0.21	0.54	-0.14	0.42	1186	-10%	i	0	-2.8	1214	-2	-3
COc1ccc(CCN(Cc2ccc(C(C)C)cc2)S(=O)(=O)c2ccc(S(=O)(=O)N(C)C)cc2)cc1OC	2.1	1.9	5.7	0	688	i	-0.34	-0.23	-0.11	0.74	-1	1484	10%	i	3	-0.1	1089	9	7
(continued)
SMILES	MT stabilize HCS	MT stabilize HCS Hoechst-high %	MT stabilize HCS cytotoxicity %	Lipid droplet	Lipid droplet cells 6.5 µM	Yfh1-depleted yeast	Dynein cargo inh	Dynein cargo inh cytoplasmic EGFP	Dynein cargo inh nuclear GR-EGFP	Dynein cargo inh cell count	Ins promoter up	Ins promoter up cell count	NOD2 inhibition	Autophagy mod	Autophagy mod cell loss 18 h	bCat nuc transl	bCat nuc transl cell count 5 µM	WT yeast gro inh	WT yeast gro inh mutant strain
Cc1nn(C(C)c2n[nH]c(=S)n2-c2cccc(Cl)c2)c(C)c1[N+](=O)[O-] (stereo not drawn)	4.8	2.6	4.0	-4	713	i	0.19	-0.26	-0.079	0.38	.	.	5%	i	-6	-8.7	945	-7	-11
CC1(C(=O)NC2CCCCC2)CCC(=O)N1Cc1cccs1 (stereo not drawn)	4.7	0.9	1.0	8	641	i	-0.94	-0.3	-0.51	1	-0.25	1975	0%	.	.	-1.5	1149	4	-3
CN(C)/C=C(/C(=O)c1ccc(Cl)cc1)S(C)(=O)=O	3.4	1.1	6.9	0	688	i	0.57	-0.24	0.54	-0.035	.	.	17%	i	-39	0.3	1516	6	-2
Cc1onc(-c2ccccc2)c1C(=O)NC(=S)NNC(=O)c1cccnc1	2.5	2.1	7.9	0	687	i	1.4	-0.26	0.77	0.026	-0.26	1320	8%	i	5	-1.1	1048	-4	-48
NCCc1nnc(SCc2ccccc2Cl)o1	.	.	.	-3	765	i	0.2	-0.25	0.033	-0.024	-0.25	1055	-3%	.	.	-0.1	1293	.	.
COc1ccc(C2CC(=O)C=C(NNS(=O)(=O)c3ccc(C)cc3)C2)cc1 (stereo not drawn)	3.5	3.0	8.9	0	725	i	-0.53	-0.15	-0.25	0.035	-0.08	1605	19%	i	3	1.2	923	-3	7
CCCOC(=O)c1ccc(-c2ccc(C=O)o2)cc1	2.5	2.1	6.5	-29	641	i	-0.87	-0.25	-0.29	0.69	-1.6	1181	-67%	i	8	2.1	466	2	2
COC(=O)c1ccccc1NS(=O)(=O)c1ccc(Cl)nc1	6.4	3.4	1.9	-32	698	i	-0.27	-0.35	0.36	0.47	-0.38	1266	14%	i	5	-2.3	1070	-16	10
Cc1ccccc1CSc1nnc(-c2ccccn2)n1C	.	.	.	2	706	i	1.7	-0.21	0.69	-1.9	0.39	1069	-15%	.	.	-0.1	1304	.	.
CCN(CC)CCNC(=O)c1ccccn1	4.7	2.5	7.2	.	.	i	0.54	-0.24	0.015	-0.1	0.85	1683	-6%	i	0	-1.7	1364	-12	-22
COc1cc(C(=O)Nc2ccc(S(=O)(=O)NC(C)C)cc2)cc(OC)c1OC	2.5	2.2	3.9	9	820	i	-0.1	-0.23	0.1	-0.5	.	.	2%	i	-2	.	.	2	-2

Source: PubChem BioAssay
